Lipid storage S3 = qHTS Assay for Lipid Storage Modulators in Drosophila S3 Cells; Drosophila S3 cells, BODIPY lipid droplet fluorescence, 18-24 h; cells fed with added oleic acid; lipid storage change, negative = inhibition, % at the top dose, mostly 46.1 µM; hits show Potency in µM; 320,000 compounds, 0.64% hits; active = well fitted inhibition curve with a large enough effect in the signal ratio, with a control signal flat, not every such curve was filed as active; inconclusive = small, poorly fitted or top-dose-only effect, or effect the other way, or a change in a side signal; the % refers to the signal ratio
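Drosophila S3 cells got compounds at several concentrations plus oleic acid (400 uM solution). Laser-scanning cytometry with 488 nm excitation read lipid droplets at 500-530 nm and cells at 575-640 nm. Percent activity was relative to 20 uM Triacsin C.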
Lipid storage S3 cell count max = also measured in Lipid storage S3; calls as there; cell number change, %; measured here: cell count max response;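 cells counted by Cell Tracker Red CMTPX staining in the red channel; peak over a dose series mostly up to 46.1 µM; percent activity relative to internal control wells on each plate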
Starred values were filed as active, the others as inactive; i = inactive; u = inconclusive; x = not tested or not shown. % is set by controls: 0 for no effect and ±100 for the full control effect; potency is the fitted concentration of half-maximal effect. Not all compounds are listed; rates above refer to the full screens.

| Lipid storage S3 | Lipid storage S3 cell count max | SMILES |
| --- | --- | --- |
| -28% | -20 | Cc1ccc(C(=O)CCC(=O)Nc2ccc(C)cn2)cc1 |
| u | x | Cc1cc(C(=O)NC(C)CCC(C)C)c2ccccc2n1 (stereo not given) |
| u | x | CSc1nnc(SCC(=O)NC(=O)c2ccccc2)s1 |
| u | x | O=S(=O)(c1ccccc1)c1cnc(-c2ccccc2)nc1N1CCCC1 |
| 9% | 1 | NC(=O)C1CN(C(=O)c2cccc(S(=O)(=O)N3CCc4ccccc43)c2)c2ccccc2O1 (stereo not given) |
| i | 10 | Cn1ccnc1COc1ccc(C=O)cc1 |
| 6% | 9 | CCOC(=O)c1ccc(S(=O)(=O)NCCN(CC)CC)cc1 |
| -2% | -10 | Cn1c(=O)c2c(nc(CN3CCN(c4ccccc4F)CC3)n2CCN2CCOCC2)n(C)c1=O |
| u | x | COc1c(C)cc(S(=O)(=O)N2CCCC2)c(C)c1C |
| 21% | 10 | Cc1[nH]c2ccccc2c1C(=O)CN1CCCCC1CCO (stereo not given) |
| u | x | CC1=NN(C(=O)c2ccc(C)o2)C(O)(c2ccccc2)C1 (stereo not given) |
| u | x | CC(C)C[C@H](NC(=O)c1[nH]cnc1C(=O)N[C@@H](C)C(=O)OC(C)(C)C)C(=O)OC(C)(C)C |
| u | x | O=C(CN1C(=O)NC2(CCCC2)C1=O)Nc1ccc(Cl)c(C(F)(F)F)c1 |
| 5% | -4 | CSc1ccc(Cl)c(C(=O)OCC(=O)N2CCOCC2)c1 |
| u | x | COCC1CCCCN1C(=O)c1ccc2oc(CCc3ccccc3)nc2c1 (stereo not given) |
| u | x | C[C@@]12CCC=C[C@H]1[C@H](c1ccc(F)c(/C=C/c3ccccc3)c1)N(Cc1ccccc1)C2=O |
| -12% | 5 | Cc1cccc(/C=C/c2onc(C)c2S(=O)(=O)N2CCC(C(=O)NC(C)C)CC2)c1 |
| u | x | CC(NC(=O)COC(=O)c1cc([N+](=O)[O-])ccc1N1CCOCC1)c1ccc(F)cc1 (stereo not given) |
| u | x | COc1ccc(CCNC(=O)COc2ccc([N+](=O)[O-])cc2)cc1 |
| u | x | CCC(C)(C)n1nnnc1CN1CCN(c2nc3ccc(C)cc3cc2C#N)CC1 |

| Lipid storage S3 | Lipid storage S3 cell count max | SMILES |
| --- | --- | --- |
| 4% | 0 | COc1ccccc1NC(=O)N1CCC(c2nc3ccccc3o2)CC1 |
| u | x | COc1ccc(CN2CCNC(=O)C2CC(=O)NCc2ccc(C)s2)c(OC)c1 (stereo not given) |
| u | x | O=C(CN1CCCCCC1)NCc1ccccc1 |
| u | x | Cc1ccc(C2=NN(C(=O)CCC(=O)O)C(c3cn(-c4ccccc4)nc3-c3ccc(C)cc3)C2)cc1 (stereo not given) |
| u | x | Cc1nnc(SCC(=O)N2CCCCCC2)n(N)c1=O |
| -13% | -3 | CC(C)C[C@H](NC(=O)c1nc[nH]c1C(=O)NCc1ccccc1)C(=O)OCc1ccccc1 |
| 0% | 1 | O=C(Nc1ccc(N2CCCC2)c(Cl)c1)c1ccccc1[N+](=O)[O-] |
| u | x | COc1ccc(C(C)(C)C)cc1S(=O)(=O)N1CCN(C)CC1 |
| u | x | CCC1CCCCN1C(=O)COc1ccc(S(=O)(=O)N2CCOCC2)cc1Cl (stereo not given) |
| u | x | Cc1sc2nc(SCC(=O)c3cccs3)n(Cc3ccco3)c(=O)c2c1C |
| 8% | 8 | CCC(=O)NC(c1cccc([N+](=O)[O-])c1)c1c(O)ccc2ccccc12 (stereo not given) |
| u | x | CCOC(=O)/C(O)=C(\C#N)c1nc2ccccc2[nH]1 |
| u | x | CCOC(=O)C1CCN(S(=O)(=O)c2cccc(C(=O)Nc3ccccc3)c2)CC1 |
| -12% | 7 | CCOC(=O)c1ccccc1NC(=S)N1CCN(C2CCCCC2)CC1 |
| 8% | -8 | O=C(NCCc1c[nH]c2ccccc12)N[C@@H](Cc1ccccc1)C(=O)O |
| -12% | -12 | O=C(NN1C(=O)/C(=C/c2ccc(O)cc2)SC1=S)c1ccccc1O |
| 21% | 4 | CC(C)CCN1CCN(Cc2cccn2-c2cccnc2)CC1CCO (stereo not given) |
| u | x | CC(C)c1[nH]c(=O)c(C#N)c2c1COC(C)(C)C2 |
| u | x | COc1ccc(/C=N/NC(=O)c2ccc(NC(=O)c3cccc([N+](=O)[O-])c3)cc2)c(C(=O)O)c1OC |
| u | x | CCCCN1C(=O)CC(Nc2ccc(CC)cc2)C1=O (stereo not given) |

| Lipid storage S3 | Lipid storage S3 cell count max | SMILES |
| --- | --- | --- |
| u | x | COc1ccc(CCNC(=O)CC(NS(=O)(=O)c2ccc(NC(C)=O)cc2)C(C)C)cc1OC (stereo not given) |
| u | x | COCCCN(C(=O)c1cc(-c2ccco2)nc2ccccc12)c1c(N)n(Cc2ccccc2)c(=O)[nH]c1=O |
| 20% | -8 | COc1ccc2c(CC(=O)Nc3ccc(OC)c(S(=O)(=O)N4CCOCC4)c3)coc2c1 |
| u | x | COc1cccc(NC(=O)Nc2cc(C(=O)NC(C)C)ccc2N2CC3CC(C2)c2cccc(=O)n2C3)c1 (stereo not given) |
| u | x | COc1cc(S(=O)(=O)Nc2cccc3cn[nH]c23)c(OC)cc1C |
| -6% | -8 | COc1ccc(CN(C(=O)CCC(=O)N2CCCCC2)c2nccs2)cc1OC |
| u | x | C/C=C(\NC(C)=O)c1ccccc1 |
| 15% | 10 | Cc1cccc(CCNCc2c(C(=O)O)c(C)n(-c3ccccc3)c2C)c1 |
| -2% | -3 | CCOC(CNC(=O)c1cc2c(=O)n(CC)c3ccccc3c2s1)OCC |
| u | x | O=C(Nc1ccccc1NS(=O)(=O)c1ccc(F)cc1)C1CCC1 |
| 4% | -1 | Cc1nn(-c2ccccc2)c2c1cc1c(=O)n(C)c(=O)nc-1n2-c1ccccc1F |
| i | 28 | O=C1/C(=C/c2ccc3c(c2)OCO3)Oc2cc(OCC(=O)N3CC(O)C[C@H]3C(=O)O)ccc21 (stereo not given in full) |
| u | x | Nc1nnc(SCC(=O)Nc2cccc(S(N)(=O)=O)c2)s1 |
| u | x | CC(NC(=O)c1ccc([N+](=O)[O-])cc1[N+](=O)[O-])c1ccc(-c2ccccc2)cc1 (stereo not given) |
| u | x | CC1=CC(C)(C)Nc2ccc(OS(=O)(=O)c3ccc(C)cc3)cc21 |
| 0% | -2 | COc1ccc(CCNS(=O)(=O)c2ccc(S(=O)(=O)N3CCCC3)cc2)cc1OC |
| 5% | 0 | COC(=O)c1cccc([N+](=O)[O-])c1CS(=O)(=O)c1ccc(C)cc1 |
| i | -25 | O=C(Nc1ccnn1C1CCN(C2CCC2)CC1)c1ccccc1Cl |
| u | x | CCn1ncc(CN2CCC(C(=O)Nc3cccc(-c4cccc(F)c4)c3)CC2)c1C |
| u | x | S=c1[nH]nc(-c2ccncc2)n1Cc1ccco1 |

Filtered by structure, those above containing an NH in an aromatic ring
| Lipid storage S3 | Lipid storage S3 cell count max | SMILES |
| --- | --- | --- |
| 21% | 10 | Cc1[nH]c2ccccc2c1C(=O)CN1CCCCC1CCO (stereo not given) |
| u | x | CC(C)C[C@H](NC(=O)c1[nH]cnc1C(=O)N[C@@H](C)C(=O)OC(C)(C)C)C(=O)OC(C)(C)C |
| -13% | -3 | CC(C)C[C@H](NC(=O)c1nc[nH]c1C(=O)NCc1ccccc1)C(=O)OCc1ccccc1 |
| u | x | CCOC(=O)/C(O)=C(\C#N)c1nc2ccccc2[nH]1 |
| 8% | -8 | O=C(NCCc1c[nH]c2ccccc12)N[C@@H](Cc1ccccc1)C(=O)O |
| u | x | CC(C)c1[nH]c(=O)c(C#N)c2c1COC(C)(C)C2 |
| u | x | COCCCN(C(=O)c1cc(-c2ccco2)nc2ccccc12)c1c(N)n(Cc2ccccc2)c(=O)[nH]c1=O |
| u | x | COc1cc(S(=O)(=O)Nc2cccc3cn[nH]c23)c(OC)cc1C |
| u | x | S=c1[nH]nc(-c2ccncc2)n1Cc1ccco1 |

The list goes on.
| Lipid storage S3 | Lipid storage S3 cell count max | SMILES |
| --- | --- | --- |
| u | x | O=C(NCCN1CCOCC1)c1cc(-c2ccc(Cl)c(Cl)c2)on1 |
| u | x | CC(=O)N1N=C(N)SC12CCCC2 |
| -6% | -18 | C[n+]1ccc(/C=C/c2ccccc2O)c2ccccc21 |
| u | x | Nc1nc2cc(S(=O)(=O)NC3=NCCCCC3)ccc2s1 |
| u | x | CCOC(=O)c1c(N)nn(C(C)=O)c1-c1ccccc1 |
| -4% | 9 | CC1CN(C2=NC(=O)/C(=C/c3ccncc3)S2)CC(C)O1 (stereo not given) |
| 12% | 8 | COc1ccc(C2CN=NC23CCc2ccccc2C3=O)cc1 (stereo not given) |
| 1% | 1 | CCOC(=O)CN1C(=O)SC(Nc2ccc(C)cc2)C1=O (stereo not given) |
| u | x | CCOC(=O)Cn1c(=O)oc2cc(S(=O)(=O)Nc3cc(Cl)ccc3OC)ccc21 |
| u | x | CCN1CCN(CC#CCOc2ccccc2OC)CC1 |
| 15% | -2 | Cc1ccc(CN=c2c([N+](=O)[O-])nn(-c3cccc(C)c3)n2O)cc1 |
| i | x | CSCSC1=C(C#N)C(c2ccc(Cl)cc2)C(C(C)=O)=C(C)N1 (stereo not given) |
| 14% | 30 | COc1ccccc1NC(=O)CC(=O)c1cccc([N+](=O)[O-])c1 |
| u | x | O=C(NCCOc1ccccc1)C1CCC(=O)N(CCN2CCOCC2)C1 (stereo not given) |
| u | x | CN(c1ccc(F)cc1)S(=O)(=O)c1ccc(Cl)c(C(=O)NCC(c2ccco2)N2CCCCC2)c1 (stereo not given) |
| -2% | 0 | COc1ccc(OC)c(NC(=O)COC(=O)c2ccc(S(=O)(=O)N3CCOCC3)cc2)c1 |
| -4% | -14 | Cc1ccc(/C=C2\SC(=S)N(CCCC(=O)Nc3nccs3)C2=O)cc1 |
| u | x | C=CCNC(=S)N/N=C/c1ccc(C)c([N+](=O)[O-])c1 |
| u | x | O=C(CN=C1NS(=O)(=O)c2ccccc21)OCC(=O)c1cc(F)ccc1F |
| u | x | COc1ccccc1/C=C/C=N/Nc1cccc(C(=O)O)c1 |

| Lipid storage S3 | Lipid storage S3 cell count max | SMILES |
| --- | --- | --- |
| u | x | Cc1ccc2c(c1)C(c1ccccc1)N(C(=O)c1ccc(F)cc1)CC(=O)N2 (stereo not given) |
| -4% | 23 | NC(=O)C1(NC(=O)[C@@H]2CC3(CC(c4cccc(NC(=O)[C@@H]5CCC(=O)N5)c4)=NO3)CN2C(=O)c2cnccn2)CC1 (stereo not given in full) |
| u | x | Cn1c(=O)c2[nH]c(N=Nc3ccc(N)cc3N)nc2n(C)c1=O |
| u | x | CN(c1ccc(OCC(=O)OCC(=O)Nc2ccccc2)cc1)S(=O)(=O)c1ccc(F)cc1 |
| u | x | CCOC(=O)C1(CCCc2ccccc2)CCN(C(=O)CCN2CCCCC2=O)CC1 |
| u | x | CC(Cl)C(=O)c1c[nH]c2ccccc12 (stereo not given) |
| i | -6 | O=[N+]([O-])c1ccccc1S(=O)(=O)N1CCN(c2ccccc2)CC1 |
| 14% | -3 | O=C(Cn1[nH]c(=O)c2ccccc2c1=O)Nc1ccc2c(c1)CCC2 |
| -21% | -10 | CC1=CCC2C(=O)N(c3ccc(S(N)(=O)=O)cc3)C(=O)C2C1 (stereo not given) |
| u | x | CC1C(=O)NN=C1C(=O)N/N=C\c1ccc(O)cc1O (stereo not given) |
| i | x | O=C(Nc1ccccc1)Nc1ccc2c(c1)CCC2 |
| u | x | CCn1c(C(O)c2cc(OC)ccc2OC)nc2ccccc21 (stereo not given) |
| u | x | COc1ccc(C(=O)NCC(=O)OCC(=O)NC2CCCC2)cc1 |
| u | x | COc1cccc(NC(=O)[C@H](C)NC(=O)C2CCN(S(=O)(=O)c3ccc(C)cc3)CC2)c1 |
| u | x | Cc1cc(NC(=O)C2CCCN2C(=O)Nc2cccc(Cl)c2)ccc1-n1cnnn1 (stereo not given) |
| i | -11 | C/C(=N\NC(=O)c1cc(Br)ccc1O)c1ccccn1 |
| -1% | x | COc1ccc(OC)c(N2Cc3ccccc3C2)c1 |
| u | x | CCCCCCCOc1ccc(C2CC(=O)N(C)C2=O)cc1 (stereo not given) |
| u | x | O=[N+]([O-])c1ccc(O)c(/C=N/Nc2nc3ccccc3[nH]2)c1 |
| 14% | 9 | O=C(O)COc1ccc(/C=N/n2c(COc3ccccc3)nc3ccccc3c2=O)cc1 |

A section of the results above, for reference:
| Lipid storage S3 | Lipid storage S3 cell count max | SMILES |
| --- | --- | --- |
| u | x | O=[N+]([O-])c1ccc(O)c(/C=N/Nc2nc3ccccc3[nH]2)c1 |
| 14% | 9 | O=C(O)COc1ccc(/C=N/n2c(COc3ccccc3)nc3ccccc3c2=O)cc1 |

(listing goes on)
| Lipid storage S3 | Lipid storage S3 cell count max | SMILES |
| --- | --- | --- |
| u | x | COc1ccccc1CNC(=O)C1CCCN1S(=O)(=O)c1cccc2cccnc12 (stereo not given) |
| u | x | C/C(=N\NC(=O)c1ccc(C)cc1C)c1ccc2c(c1)OCO2 |
| u | x | Cc1cccc(Nc2ncnc(N)c2[N+](=O)[O-])n1 |
| u | x | O=C(CCS(=O)(=O)c1ccc(Cl)cc1)Nc1ccc(F)cc1 |
| u | x | CC(=O)CCSc1ncnc2sc(-c3ccccc3)cc12 |
| u | x | CCCNS(=O)(=O)c1ccc(CCC(=O)N2CCC(C)CC2)cc1 |
| u | x | CC1=CCC2C(=O)N(c3cccc(C(=O)Nc4ccc(Cl)cc4)c3)C(=O)C2C1 (stereo not given) |
| u | x | N#Cc1ccc(-c2csc(NC3=NCCCCC3)n2)cc1 |
| 1% | 2 | CCOC(=O)c1sc(=S)n(C)c1NC(=O)c1ccccc1C |
| -1% | -10 | CCn1nccc1C(=O)Nc1ccc(Cl)c(Cl)c1 |
| -7% | -22 | COc1ccc(OC)c(Cc2nnc(CCC(=O)N3CCC(N4CCCCC4)CC3)o2)c1 |

Assay outcomes from PubChem BioAssay.
